GPR151 activ: activators of human GPR151; Q8TDV0; PathHunter beta-arrestin GPR151 cells, luminescence; activation, % at 11.2 µM; hit rate 1% among 650,000; AID 1508602; in the data active means activation above about 4.9%;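 further: 0% = median of compound wells and 100% = cells with positive control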
FBW7 act: human FBW7 E3 ligase activation, primary screen; AlphaScreen FBW7–phospho-cyclin E peptide binding, activator screen; normalized activity (activation), % at 26.1 µM; hit rate 0.13% among 650,000; AID 1259310; in the data active means normalized activity above about 1.9%;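 further: purified mutant Fbw7 with reduced substrate affinity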
Target sequence (Q969H0 whole entry, looked up): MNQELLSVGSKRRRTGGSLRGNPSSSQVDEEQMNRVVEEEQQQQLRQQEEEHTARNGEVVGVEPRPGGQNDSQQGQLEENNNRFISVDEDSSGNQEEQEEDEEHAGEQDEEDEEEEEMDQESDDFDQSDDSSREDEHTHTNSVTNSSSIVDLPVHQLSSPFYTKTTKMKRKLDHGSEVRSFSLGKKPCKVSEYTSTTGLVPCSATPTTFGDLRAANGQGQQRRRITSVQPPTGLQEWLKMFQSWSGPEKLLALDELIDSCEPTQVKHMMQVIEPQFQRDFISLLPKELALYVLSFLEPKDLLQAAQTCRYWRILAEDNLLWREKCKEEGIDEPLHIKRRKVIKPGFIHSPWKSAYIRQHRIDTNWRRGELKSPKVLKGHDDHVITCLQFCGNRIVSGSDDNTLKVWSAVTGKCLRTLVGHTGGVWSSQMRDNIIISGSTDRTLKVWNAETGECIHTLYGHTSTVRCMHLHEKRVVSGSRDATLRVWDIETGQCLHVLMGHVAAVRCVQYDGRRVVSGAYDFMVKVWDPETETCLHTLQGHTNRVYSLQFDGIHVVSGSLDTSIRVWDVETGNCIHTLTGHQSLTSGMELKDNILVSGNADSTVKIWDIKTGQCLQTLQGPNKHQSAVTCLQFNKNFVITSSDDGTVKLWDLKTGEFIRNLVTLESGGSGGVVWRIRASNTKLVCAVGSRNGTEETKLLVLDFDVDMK
MITF primary: inhibitors of human MITF | AlphaScreen MITF homodimerization, bead proximity signal | inhibition, % at 2.6 µM | hit rate 0.91% among 650,000; in the data active means inhibition above about 50%;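 further: 0% = vehicle wells with protein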
TEAD-YAP block: TEAD-YAP interaction inhibition; HEK-TIYL cells, TEAD-Gal4/YAP UAS-luciferase luminescence; inhibition, % at 9.12 µM; hit rate 1.4% among 640,000; AID 1259422; in the data active means inhibition above about 32%;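 further: 0% = median of test compound wells and 100% = reference inhibitor wells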
* marks the source's active call; other numbers are inactive results.

SMILES	GPR151 activ	FBW7 act	MITF primary	TEAD-YAP block
CCc1ccc(NC(=O)C(=O)N/N=C(\C)CC(=O)Nc2cccc3c2CCCC3)cc1	-0.7	-0.1	-6	-2
COCCNC(=O)/C(C#N)=C/c1ccc(-c2ccc(C(=O)O)c(Cl)c2)o1	3.4	-0.4	38	7
CCN(CC)CCCCN1c2ccccc2CCc2ccccc21	-0.1	-0.1	-12	0
O=C(CCn1c(=S)[nH]c2ccccc2c1=O)N1CCCCC1	4.3	0.0	-1	-7
CC(=O)Nc1c2c(nn1-c1ccc(F)cc1)CS(=O)C2 (stereo not given)	1.0	0.1	-6	4
CC1CCCCN1S(=O)(=O)c1cc(C(=O)O)c(Cl)cc1Cl (stereo not given)	0.7	-0.1	-1	3
O=C1OC(/C=C/c2ccc(Cl)cc2)=NC/1=C/c1cccc([N+](=O)[O-])c1	-0.4	0.0	6	0
COc1ccccc1C(=O)NNC(=O)c1cccnc1	1.0	0.2	2	-16
O=C1OC(/C=C/c2ccc([N+](=O)[O-])cc2)=NC/1=C/c1cccc(Br)c1	0.1	0.1	3	6
CN(Cc1cscn1)C(=O)C1CC12CCN(Cc1ccc3c(c1)OCO3)CC2 (stereo not given)	-0.4	0.4	6	7
O/N=C1\CCCc2c1[nH]c1ccccc21	0.8	-0.2	12	9
Cc1ccc([N+](=O)[O-])c2c1CC(C)(C)O2	-1.3	0.5	-8	-6
CC(C)N(C(=O)CN1CCC(n2nc(-c3cccs3)ccc2=O)CC1)C(C)C	1.9	-0.1	23	0
O=c1c([N+](=O)[O-])cccn1Cc1ccccc1Cl	0.7	-0.1	0	2
CCCc1nc(-c2cc(OC)c(OC)c(OC)c2)no1	-1.3	-0.2	-9	-1
CCOC(=O)CNC(=O)/C=C/c1ccc(OC)cc1	0.9	-0.1	-11	-7
Cc1ccc(/C=C/C(=O)NCCN2CCN(C(=O)/C=C/c3ccc(C)cc3)CC2)cc1	0.8	-0.2	6	3
O=C(NC(Nc1ncccn1)C(Cl)(Cl)Cl)c1ccc(F)cc1 (stereo not given)	0.2	0.1	-3	9
Cc1ccc(-c2ncn(-c3ccc(Nc4nccc(-c5cncc(N6CCOCC6)c5)n4)cc3)n2)cn1	-0.8	-0.2	7	26
COc1cccc(-n2c(=S)sc3c(=O)n(-c4ccc(F)cc4)c(SCc4nc5ccccc5[nH]4)nc32)c1	-0.3	-0.1	0	-10
COc1ccccc1-c1ccc2c(c1)COC1(CCNCC1)O2	-0.3	0.8	14	-2
CC(C)=NNc1nc(-c2ccccc2)cs1	-2.1	-0.1	-3	-13
CSc1n[nH]c(NCc2ccccc2)n1	-0.5	-0.1	-2	-3
O=C(Cc1cccc(Cl)c1)NCCc1nc(-c2ccc(Cl)cc2)n[nH]1	-1.2	0.0	8	4
COc1ccccc1CN1C(=O)C2ON(c3ccccc3)C(c3cccc([N+](=O)[O-])c3)C2C1=O (stereo not given)	0.5	-0.1	9	2
COc1ccc(NC(=O)CN(C)S(=O)(=O)c2ccc3c(c2)OCCO3)c2ncccc12	-0.6	0.0	-1	1
CC1CCN(C(=O)Cn2cnc3c(cnn3C(C)(C)C)c2=O)CC1	-1.1	0.3	14	-59
Cc1nc2ccccn2c1C(=O)NCCCN1CCOCC1	4.9*	0.0	-3	1
CC(C)(C)N(Cc1ccccc1)C(=O)Cn1c(=O)oc2ccccc21	0.6	-0.3	-12	1
CCN(CC)C(=O)NC(=O)c1c(Cl)cc(Cl)nc1Cl	0.0	-0.1	9	2
COc1cc(Nc2nccc(Nc3ccc(NC(C)=O)cc3)n2)cc(OC)c1OC	0.1	-0.2	2	0
COc1ccc(C(=O)Nc2cc(C(=O)Nc3ccccc3SC)ccc2N2CC3CC(C2)c2cccc(=O)n2C3)cc1 (stereo not given)	0.3	0.0	-1	-28
CC(=O)c1ccc(NS(=O)(=O)c2cc(S(C)(=O)=O)ccc2Cl)cc1	-0.7	0.8	-2	-1
CCc1ccccc1NC(=O)COc1ccccc1C(C)(C)C	-2.4	-0.1	-8	-29
COc1ccc(N2C(=O)CN(C(=O)c3ccc(-n4ccnc4)cc3)CC23CCCC3)cc1	0.7	0.1	2	-12
CC1CCCC(C)N1CCCNC(=O)Cn1cc2c(n1)CCCC2 (stereo not given)	0.6	0.6	3	4
O=C(Nc1ccc(S(=O)(=O)N2CCCCC2c2cccnc2)cc1)c1ccccc1F (stereo not given)	-1.1	-0.1	-12	-2
Cc1cc(Nc2cccc3ccccc23)n2c(nc3ccccc32)c1C#N	1.4	-0.1	4	-3
CCOc1ccccc1CNC(=O)c1cc(-c2ccccc2O)on1	-0.8	-0.1	-7	-9
CS(=O)(=O)N1CCc2cc(Br)ccc21	-0.4	0.0	3	2
CC(C)(C)CC(C)(C)c1ccc(OCC(=O)NN)c([N+](=O)[O-])c1	0.0	0.2	-19	3
CC(=O)N1CCN(c2ccccn2)CC1	-0.4	0.1	14	0
COc1oc(-c2cccc(C)c2)nc1C(F)(F)F	-1.1	0.1	-4	-6
CCN1c2ncccc2C(=O)NC12CCN(C(=O)C(C)c1n[nH]c(=O)c3ccccc13)CC2 (stereo not given)	-1.8	1.5	13	12
CC(=O)N(CN1C(=O)c2ccccc2C1=O)c1ccc(C(=O)O)cc1	-0.5	0.3	-6	-9
COC(=O)C/C(CSc1ccccc1)=N\Nc1ccc([N+](=O)[O-])cc1	-0.1	-0.1	-3	4
COc1ccc(NC(=O)CN(C)S(=O)(=O)c2ccc(Cl)cc2)cc1Cl	10*	0.2	0	6
O=C1c2ccccc2C(O)(c2ncc[nH]2)N1c1ccc(I)cc1 (stereo not given)	-0.8	0.0	-1	-2
CN(Cc1cccs1)c1ncnc2sc3c(c12)CCC3	2.1	0.1	-4	-8
O=C(COc1ccccc1)NC(=S)Nc1nc(-c2cccc([N+](=O)[O-])c2)cs1	1.6	0.0	3	0
CCOC(=O)COc1ccccc1/C=C1/C(=O)NC(=O)N(c2ccc(C)c(Cl)c2)C1=O	-0.3	0.1	-27	6
CN1CCS/C1=C\C=C\c1sc2ccccc2[n+]1CCCS(=O)(=O)O	1.4	-0.2	6	4
CC[C@H](C)[C@H](NC(N)=O)C(=O)Nc1c(C)n(C)n(-c2ccccc2)c1=O	2.2	0.2	-11	-14
CC(C)c1nnc(NC(=O)c2ncoc2-c2cccc(F)c2)s1	-0.5	-0.2	-3	-3
Cc1nc(-c2cccc(C(F)(F)F)c2)cc(N2CCN(CCO)CC2)n1	-1.1	0.1	0	3
CCOc1ccc(C(=O)CSc2nc3c(c(=O)n(C)c(=O)n3C)n2C)cc1	-0.2	-0.1	27	14
O=C(c1cc(S(=O)(=O)N2CCOCC2)ccc1Sc1ccc(Br)cc1)N1CCC2(CC1)OCCO2	0.8	-0.5	24	8
CCN1C(=O)C2(c3ccccc31)c1c(oc3ccccc3c1=O)C(=O)N2CCCOC(C)C (stereo not given)	0.3	0.0	8	2
CCOc1ccc2nc(SCC(=O)c3cccs3)sc2c1	1.1	0.1	3	-55
O=C(NCc1cccs1)c1ccc2c(c1)N(Cc1ccc(F)cc1)C(=O)CS2	1.0	-0.1	-2	7

6 neighbouring records already listed, for reference:
SMILES	GPR151 activ	FBW7 act	MITF primary	TEAD-YAP block
CN(Cc1cccs1)c1ncnc2sc3c(c12)CCC3	2.1	0.1	-4	-8
O=C(COc1ccccc1)NC(=S)Nc1nc(-c2cccc([N+](=O)[O-])c2)cs1	1.6	0.0	3	0
CCOC(=O)COc1ccccc1/C=C1/C(=O)NC(=O)N(c2ccc(C)c(Cl)c2)C1=O	-0.3	0.1	-27	6
CN1CCS/C1=C\C=C\c1sc2ccccc2[n+]1CCCS(=O)(=O)O	1.4	-0.2	6	4
CC[C@H](C)[C@H](NC(N)=O)C(=O)Nc1c(C)n(C)n(-c2ccccc2)c1=O	2.2	0.2	-11	-14
CC(C)c1nnc(NC(=O)c2ncoc2-c2cccc(F)c2)s1	-0.5	-0.2	-3	-3

The listing continues:
SMILES	GPR151 activ	FBW7 act	MITF primary	TEAD-YAP block
CC(C)(C)NC(=O)CN(Cc1ccc(F)cc1)S(=O)(=O)c1ccccc1	-0.7	-0.2	-14	-11
Clc1cc(Br)ccc1OCCCCN1CCNCC1	0.4	0.1	56*	14
CCN1CCN(CCCNC(=O)CCC(=O)N2CC(C)Oc3ccc(C)cc32)CC1 (stereo not given)	0.2	0.0	2	0
COc1ccccc1CNS(=O)(=O)c1cc(C(=O)Nc2ccc(C(C)C)cc2)ccc1F	0.5	-0.1	-5	-9
Cc1ccc(C2C(C(=O)c3ccc(C)o3)=C(O)C(=O)N2c2ncccn2)cc1 (stereo not given)	2.5	0.4	14	1
CSc1ccc(C(=O)c2[nH]c(=O)[nH]c2C)cc1	-0.7	0.3	16	0
Fc1cccc(/C=N/Nc2nccnc2Cl)c1	-7.1	-0.3	3	-20
Cc1c(NC(=S)Nc2cccc(O)c2)c(=O)n(-c2ccccc2)n1C	-0.8	0.5	3	-2
COc1cc2c(cc1OC)C(C)N(C(=O)CN1CCCCC1)CC2 (stereo not given)	0.9	0.0	5	10
O=C(O)c1cccnc1SC1CC(=O)N(c2ccc(Cl)cc2[N+](=O)[O-])C1=O (stereo not given)	-2.1	0.7	7	6
Cc1ccc(C2C=C(c3ccccc3)Nc3nc(NS(C)(=O)=O)nn32)cc1 (stereo not given)	-0.6	0.0	13	12
Cc1cc(C)cc(NC(=O)CC(NCCN(C)C)C(=O)O)c1 (stereo not given)	0.2	-1.1	10	1

Shown with each value named: entries from further up.
COc1ccccc1CNS(=O)(=O)c1cc(C(=O)Nc2ccc(C(C)C)cc2)ccc1F
  GPR151 activ: 0.5; FBW7 act: -0.1; MITF primary: -5; TEAD-YAP block: -9
Cc1ccc(C2C(C(=O)c3ccc(C)o3)=C(O)C(=O)N2c2ncccn2)cc1 (stereo not given)
  GPR151 activ: 2.5; FBW7 act: 0.4; MITF primary: 14; TEAD-YAP block: 1
CSc1ccc(C(=O)c2[nH]c(=O)[nH]c2C)cc1
  GPR151 activ: -0.7; FBW7 act: 0.3; MITF primary: 16; TEAD-YAP block: 0
Fc1cccc(/C=N/Nc2nccnc2Cl)c1
  GPR151 activ: -7.1; FBW7 act: -0.3; MITF primary: 3; TEAD-YAP block: -20

More records follow.
SMILES	GPR151 activ	FBW7 act	MITF primary	TEAD-YAP block
O=C(NC1CCCC1)C(c1ccncc1)N(C(=O)c1csnn1)c1ccccc1 (stereo not given)	-0.1	0.2	24	5
COc1ccc(C)cc1NC(=O)CSc1cc(=O)n(C)c2cc(Cl)ccc12	-0.1	-0.1	-11	-6
CC1CCCC(C)N1C(=O)C1CC(c2ccccc2F)=NO1 (stereo not given)	-0.7	-0.1	-60	-50
CC(Oc1ccc(C(C)(C)C)cc1)C(=O)NCc1ccco1 (stereo not given)	1.3	0.0	11	5

Screening results from PubChem.
